Screening results deposited in PubChem BioAssay by National Center for Advancing Translational Sciences (NCATS).
KinaseGlo FLuc: Kinase-Glo luciferase inhibition (counter-screen); Q27757; Kinase-Glo luciferase, ATP luminescence, 8 min; Potency, µM (series often up to 38.3 µM), for inactives: at the top dose activity change, negative = inhibition, most hits filed as inhibitors; 200,000 tested, 0.28% active; AID 1379; note: potency is the fitted concentration of half-maximal effect; % is set by controls: 0 for no effect and ±100 for the full control effect; nearly all actives have a fitted effect of over 60% in size
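Kinase-Glo luciferase light output from ATP and luciferin was measured with 10 uM ATP, within the enzyme's linear range. Buffer: 50 mM imidazole pH 7.2, 50 mM KCl, 7 mM MgCl2, 0.01% Tween 20, 0.05% BSA; luminescence read after 8 min at ambient temperature.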
NPSR antag: neuropeptide S receptor (human) antagonism, cAMP; 220,000 tested, 1% active; Q6W5P4; Potency, µM (doses to about 38.3 µM), for inactives: at the highest dose activity change, negative = inhibition, hits mostly inhibitors; CHO-NPSR cells, cAMP TR-FRET, antagonist mode; note: potency is the fitted concentration of half-maximal effect; % is set by controls: 0 for no effect and ±100 for the full control effect; nearly all actives have a fitted effect of over 50% in size; many of its hits are not listed in these tables
Target sequence (Q6W5P4 whole entry, looked up): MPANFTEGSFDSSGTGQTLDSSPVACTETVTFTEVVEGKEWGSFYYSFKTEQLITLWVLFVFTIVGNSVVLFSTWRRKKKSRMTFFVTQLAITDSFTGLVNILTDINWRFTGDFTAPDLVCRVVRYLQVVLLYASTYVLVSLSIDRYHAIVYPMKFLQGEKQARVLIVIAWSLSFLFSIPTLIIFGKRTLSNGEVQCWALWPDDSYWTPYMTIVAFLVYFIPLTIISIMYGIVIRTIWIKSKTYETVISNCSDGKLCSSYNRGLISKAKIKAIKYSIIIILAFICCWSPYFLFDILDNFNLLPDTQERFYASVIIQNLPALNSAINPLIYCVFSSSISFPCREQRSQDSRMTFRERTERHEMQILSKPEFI
HttQ103 aggreg: mutant huntingtin aggregation inhibition | PC12 HttQ103-GFP aggregates, Acumen cytometry, 40 h | AID 1688 | 220,000 tested, 1.1% active | Potency, µM (titrated, usually from 46.1 µM), for the others: at the top dose activity change, negative = inhibition, usual class: inhibitors; note: potency is the fitted concentration of half-maximal effect; % is set by controls: 0 for no effect and ±100 for the full control effect; nearly all actives have a fitted effect of over 60% in size
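Aggregate formation scored by laser-scanning cytometer (488 excitation, 500–530 emission) in lysed PC12 cells expressing Q103-GFP after 100 nM tebufenozide induction; library tested in dose series, with ATPLite reagent added in the multiplex.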
IMPase Li cell: membrane-permeable IMPase blocker, potentiated with lithium; CHO-M1 cells, IP1 TR-FRET (IP-One), carbachol + lithium; Potency, µM (series often up to 59.4 µM), inactives show at the highest dose activity, negative = IMPase inhibition, most hits filed as inhibitors; 210,000 tested, 0.35% active; AID 1457;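 note: IP1 builds up when IMPase is blocked and the TR-FRET signal falls; potency is the fitted concentration of half-maximal effect; plate controls were basal vehicle for no effect and high inhibitor control for full effect; nearly all actives have a fitted effect of over 50% in size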
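Concentration–response in CHO-M1 cells, lithium-potentiated; 30 min at 37C. IP1 detected by competitive TR-FRET after 10 min lysis at RT. Hill-fitted AC50.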
Epigenetic derep: derepresses silenced GFP reporter in murine cells; murine LDR cells, GFP reporter derepression, 30 h; Potency, µM (doses to about 53.9 µM), without a hit: top-dose GFP activation, most hits filed as activators; 280,000 tested, 0.2% active; note: potency is the fitted concentration of half-maximal effect; % of control where 0% means no effect; nearly all actives have a fitted effect of over 60% in size
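In this reporter-derepression format, murine cells bearing a silenced integrated CMV-GFP locus incubate with test compound (30 h, 37 C), then are washed and imaged; fluorescent objects of 20–120 um count as induced cells.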
CBFb-RUNX1 inh: blocks binding between human CBF-beta and RUNX1 | Q01196+Q13951 | AlphaScreen CBFb-His/RUNX1-biotin binding, biochemical | Potency, µM (series often up to 59.8 µM), inactives show at the highest dose activity, negative = inhibition, hits mostly inhibitors | 230,000 tested, under 10 active | AID 1477; note: % of control where 0% means no effect
Target sequence (Q01196 whole entry, looked up): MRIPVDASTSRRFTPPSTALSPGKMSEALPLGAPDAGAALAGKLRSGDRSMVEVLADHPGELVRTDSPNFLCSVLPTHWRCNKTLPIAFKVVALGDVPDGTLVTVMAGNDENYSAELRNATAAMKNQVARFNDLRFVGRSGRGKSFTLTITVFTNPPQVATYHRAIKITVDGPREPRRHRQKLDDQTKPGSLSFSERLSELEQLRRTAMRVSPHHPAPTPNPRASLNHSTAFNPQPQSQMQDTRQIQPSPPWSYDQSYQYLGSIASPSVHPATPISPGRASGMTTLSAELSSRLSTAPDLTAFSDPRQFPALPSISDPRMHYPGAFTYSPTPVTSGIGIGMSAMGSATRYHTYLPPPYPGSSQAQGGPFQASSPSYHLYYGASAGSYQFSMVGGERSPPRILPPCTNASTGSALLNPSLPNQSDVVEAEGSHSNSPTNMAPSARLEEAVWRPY
Target sequence (Q13951 whole entry, looked up): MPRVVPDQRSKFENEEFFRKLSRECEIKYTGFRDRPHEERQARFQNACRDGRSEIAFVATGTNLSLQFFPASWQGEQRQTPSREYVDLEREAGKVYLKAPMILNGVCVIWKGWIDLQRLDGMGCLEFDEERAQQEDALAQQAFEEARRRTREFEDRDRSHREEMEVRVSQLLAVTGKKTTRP
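Inhibition was taken as any reduction in AlphaScreen signal from the CBF-beta–RUNX1 pair (His and biotin tags, 30 nM each), measured after compound (15 min) and bead (90 min) incubations at room temperature.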
Lamin A splicing: changes lamin A minigene splicing in HeLa cells; HeLa LMNA splicing GFP/RFP minigene ratio, 48 h; Potency, µM (titrated, usually from 46.1 µM), inactives show at the highest dose ratio change, negative = inhibition, usual class: inhibitors; 200,000 tested, 0.01% active; AID 1487; active = well fitted inhibition curve with a large enough effect in the signal ratio, with a control signal flat, not every such curve was filed as active; inconclusive = small, poorly fitted or top-dose-only effect, or effect the other way, or a change in a side signal; the % refers to the signal ratio; note: potency is the fitted concentration of half-maximal effect; % is set by controls: 0 for no effect and ±100 for the full control effect
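Read-out is the ratio of GFP to DsRed2 object intensity, acquired by 488 nm laser-scanning cytometry on HeLa lamin A-EGFP minigene reporter cells. Compound incubation 48 hrs at 37 °C in Opti-MEM with 2% FBS; DMSO 0.5% final.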
Active calls of the source: *; ? = inconclusive; . = no result given; [ ] = remark or other dose. Unless noted, calls come from the whole dose curve; as a rule, active = well fitted curve in the direction sought with a large enough effect; inconclusive = small, poorly fitted or top-dose-only effect, or another doubt; inactive = no such curve, though single readings can be large; an effect the other way counts as inactive or inconclusive. Not all compounds are listed. The share of hits here may be higher or lower than overall.

Values run as follows: KinaseGlo FLuc	NPSR antag	HttQ103 aggreg	IMPase Li cell	Epigenetic derep	CBFb-RUNX1 inh	Lamin A splicing
(1) COc1ccc(Cn2nnc3c(=O)[nH]c(C4CCCN(C(=O)c5ccccc5)C4)nc32)cc1 (stereo not drawn)
  -2%	-19%[46.1 µM]	-5%	0%	0.0%	-1%	-8%
(2) CCCCOC(=O)Nc1ccc(N2CCOCC2)cc1
  -1%	-1%[46.1 µM]	14%	-7%	-2.0%	-3%	2%
(3) CCCc1cc(=S)n2c([nH]c3ccccc32)c1C#N
  .	-18%	21%[9.22 µM]	.	1.6%	2%	.
(4) COc1cc(OC)cc(-c2nnc(SCC(=O)Nc3cccc(C(=O)O)c3)s2)c1
  -4%	-2%	-3%	-1%	-0.2%	13%	-7%[9.22 µM]
(5) CCOC(=O)c1c(NC(=O)COC(=O)Cn2cnc3ccccc32)sc(C)c1C
  -4%	-6%[46.1 µM]	27%	-8%[38.3 µM]	-1.1%	0%	?
(6) CC(C)OC(=O)CCNc1n[nH]c(=O)[nH]c1=O
  -1%	-7%[46.1 µM]	?	20%[38.3 µM]	-1.0%	5%	7%
(7) O=C(O)CCC1(C(=O)O)OCCc2ccccc21 (stereo not drawn)
  1%	1%[46.1 µM]	-5%	5%	-0.9%	22%	-10%
(8) O=C(CN1C(=O)CSc2ccc(C(F)(F)F)cc21)Nc1ccccc1
  .	7%	4%[9.22 µM]	.	0.0%	-2%	-1%[46 µM]
(9) CCCN1C2CCCC1CC(NC(=S)Nc1cccc(C)c1C)C2 (stereo not drawn)
  .	-3%	43%[9.22 µM]	.	-1.1%	7%	.
(10) Cc1ccccc1-c1cccc([C@@H]2C[C@H]3CN(Cc4cccnc4)C(=O)[C@]34CCCN24)c1
  .	4%	-2%[9.22 µM]	14%	-0.2%	-4%	.
(11) O=C(NCc1ccc2c(c1)OCO2)c1ccc(=O)[nH]c1
  17%	9%[46.1 µM]	-12%	6%[38.3 µM]	-1.0%	8%	4%
(12) Cc1ccc(C(=O)N/N=C/c2cn(Cc3ccccc3)c3ccccc23)cn1
  .	6%	9%[9.22 µM]	.	-0.1%	-12%	.
(13) c1cc2nncn2nc1N1CCCC1
  -3%	-24%[46.1 µM]	-4%	-22%[38.3 µM]	0.6%	5%	4%
(14) CCN(CC)CCCC(C)NC(=O)c1ccc(C(F)(F)F)cc1 (stereo not drawn)
  -3%	5%	9%	?	2.7%	?	?
(15) C/C(NCc1ccccc1)=C(\C#N)C(=O)NCc1ccccc1
  -4%	-3%[46.1 µM]	17%	25%[38.3 µM]	-0.9%	3%	6%
(16) CC(C)OCCCNC(=S)Nc1ccc(S(N)(=O)=O)cc1
  0%	15%	8%	-10%	1.1%	-4%	?
(17) Cc1ccc2nsnc2c1NC(=O)c1sc2ccccc2c1Cl
  0%	?	-21%	?	4.5%	2%	-1%
(18) N#CC(C#N)=NNc1ccc(S(=O)(=O)N2CCCCC2)cc1
  2%	-40%	20µM*	14%	0.0%	.	-1%
(19) O=C(NNC1=C(C(=O)C(F)(F)F)CCC1)c1ccccc1O
  -4%	-4%[46.1 µM]	-64%	38%[activator][38.3 µM]	-3.1%	-3%	-24%
(20) CC(C)c1ccc(CN2CCC(C(=O)NCc3cccnc3)CC2)cc1
  3%	13%[46.1 µM]	7%[9.22 µM]	7%[38.3 µM]	1.9%	-9%	11%
(21) Cc1cccn2c(=O)c3cc(C(=O)NCCCn4ccnc4)n(C)c3nc12
  0%	-18%[46.1 µM]	12%	20%[38.3 µM]	-1.1%	6%	-21%
(22) Cc1cccc(NC(=S)Nc2cccc(C(F)(F)F)c2)n1
  0%	-12%	0%	-6%	-0.1%	-17%	?
(23) CC(C)(C)OC(=O)N[C@@H](Cc1c[nH]c2ccccc12)c1nnc(SCC(N)=O)o1
  7%	?	9%	-17%[38.3 µM]	0.0%	0%	5%
(24) CCCC/C(C)=N\NC(=O)CNS(=O)(=O)c1ccc([N+](=O)[O-])cc1
  -1%	-6%[46.1 µM]	-4%	1%[38.3 µM]	-3.6%	-1%	5%
(25) CCc1ccc(NS(=O)(=O)c2cccc3nonc23)cc1
  0%	-29%	-23%	12%	3.5%	-10%	.
(26) Cc1nnc(SCC(=O)N2CCC(C(N)=O)CC2)s1
  0%	4%[46.1 µM]	8%	3%	2.3%	-1%	-13%
(27) CCOC(=O)c1ccc(N2C(=O)C(O)=C(C(C)=O)C2c2ccccc2)cc1 (stereo not drawn)
  1%	-12%[46.1 µM]	2%	?	-1.2%	5%	?
(28) O=S(=O)(Cc1cnc(Cl)s1)c1ccccc1
  4%	-4%[46.1 µM]	-19%	1%	-11%	14%	-6%
(29) COc1ccccc1-c1ccc(=O)n(CC(=O)Nc2ccc(C(=O)N3CCCC3)cc2)n1
  -2%	?	0%	-11%[38.3 µM]	-1.1%	-4%	-5%
(30) S=c1[nH]c(-c2ccccc2)cs1
  0%	-38%	-4%	-2%	-2.2%	-14%	.
(31) CN(C)/C=C/C(=O)c1ccc(Oc2ccccc2)cc1
  -6%	-7%	2%	3%	1.1%	-2%	?
(32) COCCNC(=O)CN(c1cc(C(F)(F)F)ccc1Cl)S(C)(=O)=O
  .	-9%[46.1 µM]	-7%	.	-8.8%	1%	1%
(33) CC1=C/C(=N\OS(=O)(=O)c2ccccc2)C(C(C)C)=CC1=O
  -2%	10µM*	37%[0.0738 µM]	25%	13%	4%	?
(34) OCCC1CN(Cc2nc(-c3ccc(F)cc3)cs2)CCN1CCc1ccccc1 (stereo not drawn)
  .	17%	-7%[9.22 µM]	3%	0.2%	14%	.
(35) NC1=NC(=O)/C(=C/c2cn(CCC(=O)O)nc2-c2ccc(F)cc2)S1
  2%	8%	-8%	0%	-0.1%	-1%	-10%
(36) O=C(c1ccc(OCC2CCCO2)cc1)N1CCN(c2ccccc2)CC1 (stereo not drawn)
  -2%	-15%[46.1 µM]	-23%	1%[38.3 µM]	-0.9%	1%	-6%
(37) CSc1nc2ccccc2n1CC(=O)N1CCCCC1
  -5%	22%[46.1 µM]	-3%	-23%[38.3 µM]	0.0%	17%	6%
(38) CCCc1nnc(SCC(=O)N2CCCC2)n1CC1CCCO1 (stereo not drawn)
  4%	-1%[46.1 µM]	-6%	18%[38.3 µM]	0.0%	-4%	1%
(39) Cn1cnnc1SCc1ccc(C(=O)O)cc1
  11%	-2%[46.1 µM]	2%	2%[38.3 µM]	-1.0%	1%	-4%
(40) Nc1ccc(Oc2ccccc2F)nc1
  .	-7%	3%[9.22 µM]	.	2.0%	-6%	.
(41) C=C(C)C1Cc2c(C)nn(-c3ccccc3)c2C1 (stereo not drawn)
  -4%	-1%[46.1 µM]	14%	-5%[38.3 µM]	-1.0%	7%	4%
(42) Cc1ccc(Nc2nc3nonc3[nH]c2=O)cc1Cl
  -1%	-9%	22µM*	7%	-3.7%	-2%	-2%[9.22 µM]
(43) CCC(C(=O)N1CC2(C)CC1CC(C)(C)C2)N1C(=O)c2ccccc2C1=O (stereo not drawn)
  1%	?	2%	3%[38.3 µM]	1.7%	-10%	-1%
(44) O=C(CSc1nnc(Cc2cc(=O)[nH]c(=O)[nH]2)n1-c1ccccc1)N1CCCCC1
  1%	-7%[46.1 µM]	-8%	11%[38.3 µM]	0.8%	4%	-2%
(45) CCOc1cc(NC(=S)NCCCN(C)C)c(OCC)cc1NC(=O)C1CC1
  1%	-12%	-17%[9.22 µM]	-3%	4.3%	2%	.
(46) COc1ccccc1N1CCN(C(=O)c2ccc(Cn3c(=O)[nH]c4ccsc4c3=O)cc2)CC1
  .	-5%	-19%[9.22 µM]	.	3.0%	0%	.
(47) CC(=O)NS(=O)(=O)c1ccc(NC(=O)c2ccccc2F)cc1
  4%	0%[46.1 µM]	-17%	15%[38.3 µM]	-14%	1%	-8%
(48) O=C(CCC(=O)NNC(=O)c1ccccc1[N+](=O)[O-])NCc1ccccc1
  -1%	9%	.	-4%	-0.1%	3%	1%[46 µM]
(49) COc1ccc(NS(=O)(=O)Cc2ccccc2)cc1OC
  -1%	-5%[46.1 µM]	-5%	-10%[38.3 µM]	-1.0%	0%	3%
(50) COc1ccc(Cn2nnnc2C(c2ccc3ncccc3c2)N2CCN(C3CCCCC3)CC2)cc1 (stereo not drawn)
  -4%	?	-4%[9.22 µM]	9%	-2.9%	10%	13%[46 µM]
(51) COCCn1ccc(O)c(Cc2ccc(Cl)cc2)c1=O
  0%	6%[46.1 µM]	1%	17%[38.3 µM]	-4.5%	11%	0%
(52) COC(=O)c1cc(Cl)c(NC(=O)C(C)C)cc1OC
  0%	9%	?	-3%	-1.4%	1%	16%[46 µM]
(53) CCC(c1ccc(O)cc1)C(CC)c1ccc(O)cc1 (stereo not drawn)
  -7%	.	.	30%	-0.5%	18%	.
(54) O=C(COC(=O)c1ccc(S(=O)(=O)Nc2ccccc2)cc1)NCC1CCCO1 (stereo not drawn)
  .	6%	16%[9.22 µM]	.	1.6%	11%	.
(55) O=c1c2c(nc3n1CCS3)c1cc(F)ccc1n2Cc1cc(=O)n2cc(Cl)ccc2n1
  .	-6%	1%[9.22 µM]	.	5.3%	18%	.
(56) CCCn1c(SCC(=O)N2CCCCC2)nnc1C(C)C
  -1%	-1%	-9%[9.22 µM]	2%	-0.1%	5%	?
(57) COc1cccc(NC(=O)C2(S(=O)(=O)c3ccc(Cl)cc3)CC2)c1
  .	-11%	-11%[9.22 µM]	.	0.0%	9%	.
(58) O=C(NCc1ccccn1)c1ccc(-c2ccccc2)cc1
  -4%	16%	-1%[9.22 µM]	5%	0.0%	10%	?
(59) CC(=O)n1cc([C@@H]2C=C(C(=O)Nc3ccccc3)O[C@H](OCCCCO)C2)c2ccccc21
  .	32%	17%[9.22 µM]	7%	-2.9%	-10%	.
(60) COc1cc(NC(C)=O)c2ncccc2c1NC(C)=O
  .	15%	2%[9.22 µM]	.	1.6%	4%	.
